# VLA-4 inh – inhibition in human VLA-4 binding assay, primary screen, VLA-4 allosteric modulator project, MLPCN library, flow cytometry, VLA-4 expressing cells; Integrin alpha-4 (Homo sapiens), P13612; ligand binding flow cytometry; inhibition, % (about 7 µM as worked out from the volumes in the protocol); 330,000 tested, 0.2% active; AID 2557, 2010; in the data active means inhibition above about 50%
# Bcl-xL primary – inhibitors of human Bcl-xL, primary screen, biochemical, fluorescence polarization, HTS | inhibition, % at 10.9 µM | Bcl-2-like protein 1 (Homo sapiens), Q07817 | 320,000 tested, 0.7% active | GST-Bcl-xL / FITC-Bim BH3 peptide fluorescence polarization | AID 2129, 2009;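 active means inhibition above the mean of all tested compounds plus 3 SD, cutoff set per campaign, cut at about 30% in these data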;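 further: 0% = DMSO wells and 100% = unlabeled Bim-BH3 peptide competitor; inhibitors lower millipolarization by displacing the labeled peptide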
# AGP1-GFP MLPCN – modulators of AGP1-GFP expression in yeast TOR pathway, primary screen, cell-based, multiplex flow cytometry, S. cerevisiae, MLPCN library. AID 2066, 2009. 3 h; GFP as percent of DMSO wells. 320,000 tested, 0.02% active. GFP response vs DMSO, % at 10 µM;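 active means GFP response relative to DMSO above a set limit, near screen average plus 3 SD, cut at about 150% in these data; inconclusive means fewer than 70 cells counted for the yeast strain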;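 further: median GFP channel fluorescence of the gated AGP1 strain per well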
# GRK2 inh – compounds blocking aptamer binding on GRK2 – biochemical, human GRK2, bead flow cytometry, HTS, primary screen | Beta-adrenergic receptor kinase 1 (Homo sapiens), P25098 | FAM-aptamer displacement from GRK2 | inhibition of aptamer binding, % at 10 µM | 330,000 tested, 0.59% active | AID 488847, 2010;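 active means inhibition of aptamer binding above 40%, roughly 3 SD of noise, on plates passing a quality check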;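 further: median bead fluorescence of bound FAM aptamer so fluorescent compounds give negative values; no value below 0 was filed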
# Target sequence (P25098 whole entry, looked up): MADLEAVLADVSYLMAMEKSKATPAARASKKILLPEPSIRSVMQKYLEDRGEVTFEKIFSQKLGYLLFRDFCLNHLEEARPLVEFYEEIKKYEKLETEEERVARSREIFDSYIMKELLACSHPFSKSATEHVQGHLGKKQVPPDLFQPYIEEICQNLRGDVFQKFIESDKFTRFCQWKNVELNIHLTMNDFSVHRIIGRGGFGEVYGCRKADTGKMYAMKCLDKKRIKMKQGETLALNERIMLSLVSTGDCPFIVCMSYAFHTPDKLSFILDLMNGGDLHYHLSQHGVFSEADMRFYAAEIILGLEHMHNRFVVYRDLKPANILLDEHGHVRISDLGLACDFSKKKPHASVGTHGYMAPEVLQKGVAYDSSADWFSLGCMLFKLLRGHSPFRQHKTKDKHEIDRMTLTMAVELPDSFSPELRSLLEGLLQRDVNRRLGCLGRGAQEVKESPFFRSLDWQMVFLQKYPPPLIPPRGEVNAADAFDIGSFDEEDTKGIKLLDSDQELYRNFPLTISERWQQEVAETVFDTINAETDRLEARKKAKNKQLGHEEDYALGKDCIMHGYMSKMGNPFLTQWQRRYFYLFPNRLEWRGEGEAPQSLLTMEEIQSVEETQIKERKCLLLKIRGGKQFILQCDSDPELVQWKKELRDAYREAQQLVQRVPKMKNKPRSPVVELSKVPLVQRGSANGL
# MCL1-BIM inh – inhibitors of MCL1 binding to BIM-BH3, primary screen, biochemical, fluorescence polarization; GST-MCL1 / FITC-Bim-BH3 fluorescence polarization; inhibition, % at 10.9 µM; 320,000 tested, 0.68% active;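 active means inhibition above the mean inhibition of all tested compounds plus 3 SD, set per campaign, cut at about 40% in these data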;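 further: 0% = DMSO wells and 100% = unlabeled Bim-BH3 peptide control; higher means more loss of mP so more displacement of Bim peptide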
# Target sequence (Q07820 whole entry, looked up): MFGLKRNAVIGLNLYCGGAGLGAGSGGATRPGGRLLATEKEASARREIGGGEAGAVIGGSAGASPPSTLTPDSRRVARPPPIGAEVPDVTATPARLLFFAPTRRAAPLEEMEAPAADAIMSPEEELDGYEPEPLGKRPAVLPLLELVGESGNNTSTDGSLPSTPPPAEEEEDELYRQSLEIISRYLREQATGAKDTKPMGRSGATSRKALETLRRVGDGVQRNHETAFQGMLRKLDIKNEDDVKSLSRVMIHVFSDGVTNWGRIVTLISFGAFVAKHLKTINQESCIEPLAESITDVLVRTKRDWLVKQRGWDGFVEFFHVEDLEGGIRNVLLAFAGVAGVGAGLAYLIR
# MEX-5 binding – MEX-5 zinc finger RNA-binding disruptors – biochemical, C. elegans, fluorescence polarization, MLPCN library, primary screen; Zinc finger protein mex-5 (Caenorhabditis elegans), Q9XUB2; MEX-5/FITC-TCR2 RNA binding; stronger effect = lower value; activity score (negative = inhibition of binding), % at 10 µM; 300,000 tested, 0.38% active; AID 1832, 2009;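 active means inhibition past about -25% in most replicates, and total fluorescence under double the plate's negative control median, limit read from the data; inconclusive means replicates evenly split on the limit, or fluorescence at least double controls; inactive means too little inhibition in most replicates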;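 further: 0% = DMSO and -100% = 5 µM competing unlabeled TCR2 RNA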
# CIT2-GFP yeast – modulators of CIT2-GFP expression in yeast, primary screen, S. cerevisiae, GFP fusion, multiplex flow cytometry, MLPCN library | GFP response vs DMSO, % at 10 µM | 320,000 tested, 0.065% active | S. cerevisiae CIT2-GFP strain, 3 h; 100 means same as DMSO wells;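 active means GFP response relative to DMSO above a set limit, near the screen mean plus 3 SD, cut at about 150% in these data; inconclusive means Fewer than 70 cells measured for a yeast strain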;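 further: ratio of well median GFP fluorescence to mean of DMSO wells on the plate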
# GLD-1 RNA inh – GLD-1/TGE RNA complex disruptors, primary screen, biochemical, fluorescence polarization; Female germline-specific tumor suppressor gld-1 (Caenorhabditis elegans), Q17339; purified GLD-1 + fluorescein TGE RNA; inhibition, % at 5.96 µM; 320,000 tested, 0.44% active;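 active means percent inhibition above a per-plate cutoff, the plate mean of test compounds plus 3 SD, cut at about 30% in these data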;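 further: 0% = DMSO wells with GLD-1 and probe and 100% = wells lacking GLD-1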
# Fam108B counter – mouse Fam108B serine hydrolase inhibitors, primary screen, counter-screen for RBBP9 inhibitor project, biochemical, fluorescence polarization; recombinant Fam108B, FP-Rh probe fluorescence polarization; inhibition, % at 9.51 µM; 300,000 tested, 0.33% active; AID 1947, 2009;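 active means inhibition above the screen mean inhibition plus 3 SD, computed separately per campaign, cut at about 18% in these data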;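 further: inhibitors lower polarization as less probe binds the enzyme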
# Numbers without * were called inactive; ? = inconclusive; / = not tested or not shown; [ ] = another dose, or the depositor's remark.
SMILES	VLA-4 inh	Bcl-xL primary	AGP1-GFP MLPCN	GRK2 inh	MCL1-BIM inh	MEX-5 binding	CIT2-GFP yeast	GLD-1 RNA inh	Fam108B counter
NC(=O)CSc1nnc(-c2ccccn2)n1Cc1ccco1	7	-4	/	2	11	1.3	/	-2	0
S=C(c1ccccc1)N1CCSCC1	-1	1	97	1	-2	-3.3	112	-2	-6
CSCCC(NC(=O)c1ccc(Cl)cc1Cl)C(=O)NCc1ccccn1 (centres undefined)	3	4	104	0	1	-1.4	109	2	-1
O=C(c1cccnc1)N1CCN(S(=O)(=O)c2ccc3ccccc3c2)CC1	20	5	101	0	2	1.4	104	3	0
Cc1ccc(N)cc1CN1CCCC1=O	21	1	108	0	-5	0.2	107	0	3
COc1ccc(Nc2nc3ccccc3nc2NS(=O)(=O)c2cccs2)cc1	-5	4	100	13	-2	?	/	11	3
CC(=O)N1CCN(c2ccc(NC(=O)c3ccccc3Cl)cc2)CC1	-31	3	100	0	0	-1.1	104	5	-1
CCOc1cc(/C=C(\C#N)C(=O)NCC2CCCO2)ccc1O (centres undefined)	15	-1	?	0	0	-1.8	?	-1	-1
CC(C)c1ccccc1OCCNC(=S)NC(=O)c1cccnc1	6	3	99	11	4	-2.6	94	-3	-1
O=C(NCCN1CCOCC1)c1noc2c1CCc1ccccc1-2	-3	1	90	2	1	1.8	87	-3	-2
CC(C)(C)OC(=O)N1CCC[C@@H]1C(=O)N1CCC(C(=O)O)CC1	9	8	100	1	8	0.8	102	-3	2
CCN(CC)CCNC(=O)Cn1cnc2sc(C)c(S(=O)(=O)N3CCN(c4ccccc4OC)CC3)c2c1=O	-2	-1	98	2	0	-3.4	98	3	-3
COc1cccc(CNC(=O)COC(=O)C23CC4CC(CC(Cl)(C4)C2)C3)c1	-7	/	88	3	/	/	82	1	/
NC(=O)c1ccc(NC(=O)c2ccc3c(c2)OCO3)cc1	3	2	104	4	-2	1.0	94	5	-3
Cn1cc([N+](=O)[O-])c(C(=O)Nc2ccc(-c3nc4ccccc4o3)cc2)n1	15	-4	98	0	11	2.8	83	1	-9
CC(C)(C)CN1C(=O)C(=O)NC[C@H]1Cc1cccc2ccccc12	17	5	105	0	2	-0.4	101	3	-2
COc1cc2[nH]c(=S)n(NC(=O)CC(C)C)c(=O)c2cc1OC	0	8	99	4	0	-0.4	110	5	2
CCOc1c(Br)cc(CNCc2cccs2)cc1OC	-2	5	102	0	6	1.6	110	-3	1
O=C1C2C3CCC(C3)C2C(=O)N1CNc1ccccc1 (centres undefined)	3	1	/	0	2	1.4	/	3	-4
CCc1ccc(NC(=S)Nn2cnnc2)cc1	1	4	104	1	1	-1.3	101	0	-3
C#CCOCCOCCOCCNc1nc(N2CCN(C(=O)Cn3cc(CCO)nn3)CC2)nc(N2CCN(C(=O)[C@H](C(C)C)n3cc(CCO)nn3)CC2)n1	15	-3	73	2	2	-0.8	64	2	-3
NS(=O)(=O)c1ccc(NC(=O)CN2C(=O)CCC2=O)cc1	2	3	25[may fluoresce violet]	6	-2	1.3	?	-3	4
N#CCC(=O)N1CCn2c1nc1ccccc12	29	-2	105	1	2	-2.3	100	-9	2
CCCn1c(SC(C)C(=O)NCC2CCCO2)nc2sc(CC)cc2c1=O (centres undefined)	-11	4	91	0	4	-3.9	/	3	4
Cc1ccc(C)c(NC(=O)CSc2nnc(CNC(=O)c3ccco3)n2C)c1	-3	1	104	2	0	0.9	101	4	6
OCCC1CN(Cc2ccc(F)cc2)CCN1CCc1ccccc1 (centres undefined)	14	0	136	0	10	-2.7	96	3	0
CN1c2ccsc2/C(=N/Nc2ccc(F)cc2)CS1(=O)=O	12	7	103	4	13	-3.7	95	2	3
Cc1cc2nc(SC(C)C(=O)O)[nH]c2cc1C (centres undefined)	12	-5	104	0	-11	-1.5	96	0	2
CC(=O)Nc1ccc(NC(=O)c2ccccc2Sc2ccc([N+](=O)[O-])cc2Cl)cc1	4	0	103	3	-1	-3.4	100	5	-1
O=C(CN1C(=O)C2CC=CCC2C1=O)NC1CCCc2ccccc21 (centres undefined)	-6	-4	110	15	-6	-3.1	102	11	-1
O=C(c1cccc(Cl)c1)N(Cc1cccs1)C1CCS(=O)(=O)C1 (centres undefined)	6	4	99	0	-2	-2.4	100	7	0
O=C(CCC1CCCCC1)Nc1nncs1	18	5	104	0	-4	-2.0	121	-8	0
c1csc(-c2nc3nc4ccccc4nc3n2Cc2ccc3c(c2)OCO3)c1	-6	-1	97	5	-2	/	75	-3	-16
Cc1c(CCC(=O)N2CCC[C@H]2C(=O)O)c(=O)oc2cc3oc4c(c3cc12)CCCC4	-4	4	94	4	5	1.7	85	11	-3
COc1ccc(Nc2nc(-c3cccnc3)nc3ccccc23)cn1	6	118*	98	60*	128*	-56*	100	100*	-2
CCCC(=O)Nc1cccc(C(=O)Nc2nccs2)c1	10	1	108	0	-2	2.3	/	-4	5
O=C(CCNS(=O)(=O)c1ccccc1)NCCCSc1ccccc1	14	3	93	2	10	1.7	110	0	0
COC(=O)Cc1c(O)ccn(CCc2ccccc2)c1=O	5	1	96	1	2	2.5	94	-8	-2
COc1ccc(-n2nnnc2SCC(=O)N(C)C2CCS(=O)(=O)C2)cc1 (centres undefined)	-19	/	95	0	/	/	97	3	/
Brc1c(CSc2nc3ccccc3s2)nc2ncccn12	0	3	97	0	10	-3.9	99	-4	-1
CCS(=O)(=O)NCC(c1ccco1)N1CCN(c2ccccc2F)CC1 (centres undefined)	7	2	104	6	5	3.0	102	0	1
COC(=O)C1=C(C)N(Cc2ccccc2)C(=NCCN2CCOCC2)N[C@H]1CCc1ccccc1	8	/	107	0	/	/	100	10	/
CCc1ccc(N2CC(O)(c3cccs3)[N+]3=C2SCCC3)cc1 (centres undefined)	4	1	104	0	0	/	94	-8	2
Cc1cc(C)c(-n2c(SCCS(=O)(=O)c3ccc(F)cc3)n[nH]c2=O)c(C)c1	2	2	107	0	4	3.9	102	7	1
Cn1cccc1C(=O)OCc1cc(-c2ccco2)on1	13	4	88	3	-4	/	82	-3	/
O=C(c1ccco1)N1CCN(C(c2ccccn2)c2nnnn2C2CCCC2)CC1 (centres undefined)	9	5	96	2	7	-0.8	98	10	5
COc1ccc(-c2csc(NC(=O)COC(=O)C3=COCCO3)n2)cc1	23	-2	100	0	-7	-0.3	101	3	1
Cc1ccc(OCCC(=O)OCC(=O)Nc2ccc(Cl)cn2)cc1	0	13	110	4	26	-5.6	110	-1	7
CCc1ccccc1NC(=O)N[C@H](C(=O)O)C(C)C	0	1	104	0	-2	-4.5	112	0	-3
CCn1c(Cc2ccccc2)nnc1SCC(=O)Nc1nc(C)c(C)s1	-7	3	98	0	-3	0.2	98	8	0
CCOC(=O)C1=C(c2ccccc2)N=c2s/c(=C\c3cccc(O)c3)c(=O)n2C1c1cccs1 (centres undefined)	15	1	94	1	3	1.1	93	2	-25
Cn1c(=O)oc2cc(S(=O)(=O)NCCC(=O)NC3CCCc4ccccc43)ccc21 (centres undefined)	-5	2	106	0	-6	0.4	112	4	-1
CC(C)CN(C(=O)CN(C)C(=O)Cc1ccccc1Cl)c1c(N)n(CC(C)C)c(=O)[nH]c1=O	-11	1	98	0	-5	1.4	101	-2	4
COc1ccc(-c2noc(-c3ccccc3C(=O)Nc3cccnc3)n2)cc1	2	3	96	2	4	-2.2	95	-3	-2
O=C(c1cnsn1)N1CCC(CO)(Cc2ccc(Cl)cc2)CC1	8	8	95	2	5	0.2	96	3	-1
CCOC(=O)c1cc2c(=O)n3ccccc3nc2n(CC(C)C)c1=NC(=O)c1c(-c2c(F)cccc2Cl)noc1C	-16	3	96	25	-6	-2.0	116	-6	-8
O=C(O)COc1ccccc1-c1nc(-c2ccccc2)c(-c2ccccc2)[nH]1	-5	8	95	0	2	-2.1	103	6	2
COc1ccc(C(=O)/C=C/Nc2cccc(O)c2)cc1	-13	46*	93	0	48*	0.6	103	-2	10
COc1cccc(NC(=O)c2ccccc2-c2nc(-c3ccc(F)cc3)no2)c1	0	2	90	1	-1	2.2	95	3	-17
O=C(OCc1cc2ccccc2[nH]c1=O)c1ccc([N+](=O)[O-])cc1	-1	4	100	0	4	/	98	1	3

# Single entries from the results shown.
# MEX-5 binding result of CN1c2ccsc2/C(=N/Nc2ccc(F)cc2)CS1(=O)=O : -3.7
# CIT2-GFP yeast result of COc1ccc(-n2nnnc2SCC(=O)N(C)C2CCS(=O)(=O)C2)cc1 (centres undefined) : 97

# Next section.
SMILES	VLA-4 inh	Bcl-xL primary	AGP1-GFP MLPCN	GRK2 inh	MCL1-BIM inh	MEX-5 binding	CIT2-GFP yeast	GLD-1 RNA inh	Fam108B counter
O=C(NC1(C(F)(F)F)C(=O)Nc2c1c(=O)[nH]c(=O)n2-c1ccccc1)c1cccnc1 (centres undefined)	7	3	102	3	6	/	95	4	1
CC1Oc2ccccc2C(=O)N(CC(=O)c2ccc3c(c2)OCCO3)C1=O (centres undefined)	10	5	116	1	0	0.1	106	5	-1
CC1=C(C(=O)OCC2CCCO2)C(c2ccc(F)cc2)NC(=O)N1 (centres undefined)	3	6	93	3	-3	-0.9	/	4	1
C=CCOC(=O)C1=C[C@@H](c2ccc3c(c2)OCO3)C[C@@H](OCCCCO)O1	12	0	87	1	1	1.1	99	0	3
COc1ccc(OCC(=O)NNC(=O)c2c(-c3ccccc3Cl)noc2C)cc1	12	7	106	1	6	-3.4	99	-10	-2
O=c1c(C(c2ccccc2)c2c(O)nc3n(c2=O)CCCS3)c(O)nc2n1CCCS2	20	10	106	1	7	2.9	109	0	3
Cc1ccccc1S(=O)(=O)Cc1ccc(C(=O)NCCN(CC(C)C)CC(C)C)o1	-6	7	96	0	6	0.8	98	-2	2
O=Cc1c[nH]c2ccc(C(=O)c3ccccc3)cc12	-9	-3	96	0	5	-3.5	116	-4	5
CCn1nc(C)cc1C(=O)N1CCc2c([nH]c3ccccc23)C1c1cc(F)ccc1F (centres undefined)	-7	7	107	2	-3	-1.1	102	12	-1
CC1CCCN(CCCOc2ccc(Cl)cc2Br)C1 (centres undefined)	7	9	98	0	11	-0.5	101	-4	2
COC(=O)c1ccc(COC(=O)c2cccn2C)o1	-3	2	101	0	-7	-2.0	101	-1	-1
